High-throughput results from PubChem.
IL-2 act: activators of IL-2 | AID 652025 | hit rate 0.065% among 360,000 | activation, % (series mostly up to about 46 µM) | IL-2 activation reporter assay, cell-based qHTS; stimulated with anti-CD3/CD4/CD28 beads; in transgenic mouse T cells; in the data active = activation above about 50%; inconclusive = mostly about 30% to 49%; note: 0% is about no effect
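Quantitative HTS in unstimulated transgenic mouse T cells, with memory T cells as non-tolerant control and PMA/ionomycin as tolerance-bypass control. Compound pretreatment lasted 60 minutes before 18 h bead stimulation; EGFP/DsRed fluorescence read.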
GLP-1R inv ag: GLP-1 receptor (human) inverse agonism | P43220 | HEK293 GLP-1R CRE-luciferase, luminescence, 24 h; GLP-1R form is constitutively active | Potency, µM (highest dose often 38.3 µM), without a hit: at the highest dose activity change, negative = inhibition, most hits filed as inhibitors | hit rate 1.6% among 410,000 | AID 624417; note: potency is the fitted concentration of half-maximal effect; % is set by controls: 0 for no effect and ±100 for the full control effect; nearly all actives have a fitted effect of over 55% in size
Target sequence (P43220 whole entry, looked up): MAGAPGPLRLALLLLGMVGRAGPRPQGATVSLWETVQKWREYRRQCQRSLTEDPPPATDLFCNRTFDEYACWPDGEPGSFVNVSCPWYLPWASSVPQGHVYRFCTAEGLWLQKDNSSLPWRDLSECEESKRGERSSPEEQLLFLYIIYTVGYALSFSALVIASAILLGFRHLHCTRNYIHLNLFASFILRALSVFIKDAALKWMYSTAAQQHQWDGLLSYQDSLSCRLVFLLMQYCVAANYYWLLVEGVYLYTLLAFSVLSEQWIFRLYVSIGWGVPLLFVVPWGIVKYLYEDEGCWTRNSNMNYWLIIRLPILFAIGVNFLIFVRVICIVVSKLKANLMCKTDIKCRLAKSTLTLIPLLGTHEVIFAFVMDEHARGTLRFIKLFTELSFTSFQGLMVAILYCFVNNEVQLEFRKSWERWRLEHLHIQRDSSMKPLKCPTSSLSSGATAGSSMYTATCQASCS
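Cells are plated, allowed 12 hours at 37 deg C, then treated with compounds for 24 hr before luciferase detection reagent is added and luminescence is read after 12 min at room temperature. The HEK293 line carries constitutively active GLP-1R with a cAMP-responsive reporter.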
PI5P4K alpha inh: inhibitors of human PI5P4K alpha; max response, %; PI5P4Kalpha enzyme, ADP-Glo luminescence, 60 min; hits give low values; hit rate 1.2% among 330,000; P48426; active = max response of -50% or lower; inconclusive = between -30% and -50%; inactive = -30% or higher; note: value at the top dose of about 77 µM; % is set by controls: 0 for no effect and ±100 for the full control effect
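PI5P4Kalpha ADP-Glo assay; 5 microM ATP final; 60 min RT reaction; HEPES pH 7.4/EGTA/CHAPS, 5% DMSO; controls lacking substrate or enzyme; luminescent end-point.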
GLP1R ag: agonists of human GLP-1 receptor. P43220. HEK293 GLP-1R CRE-luciferase, luminescence, 4-6 h; cells express a hypersensitive GLP-1R form. Potency, µM (doses to about 45.6 µM), for inactives: at the top dose activation, actives largely listed as activators. hit rate 0.007% among 380,000. AID 624172; note: potency is the fitted concentration of half-maximal effect; % of control where 0% means no effect
DRD3 antagonist: antagonists of human D3 dopamine receptor; P35462; D3R cells, DiscoveRx beta-arrestin luminescence, antagonist mode; hits give low values; max response, negative = inhibition, %; hit rate 2.5% among 360,000; AID 652054; in the data active = max response below about -50%; inconclusive = no clear call, values can overlap the other calls; note: % is set by controls: 0 for no effect and ±100 for the full control effect; mostly tested at two doses, the higher about 12 µM
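Cells plated overnight at 1500 cells/well, then exposed to library compounds with dopamine controls for 90 minutes at 37 degrees C. DiscoveRx reagent added for 30–60 minutes at room temperature; luminescence read, quantitative HTS format.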
WRN inhibitor: blocks human WRN helicase | WRN helicase unwinding, fluorescent forked duplex, kinetic | hit rate 0.46% among 360,000 | AID 651768 | Potency, µM (highest dose often 114 µM), inactives show top-dose activity change, negative = inhibition, most hits filed as inhibitors; note: potency is the fitted concentration of half-maximal effect; % is set by controls: 0 for no effect and ±100 for the full control effect; nearly all actives have a fitted effect of over 55% in size
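Screening of the MLSMR collection measured strand separation of a quenched forked DNA duplex (100 nM) by 20 nM WRN with 2 mM ATP, all final. Compounds were preincubated with enzyme 15 min at room temperature.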
GLP1R cytotox: cytotoxicity counter-screen for GLP-1 receptor inverse agonists; HEK293 cAMP-luciferase reporter cells, luminescence, 24 h; Potency, µM (top dose mostly 38.3 µM), inactives show at the top dose activity change, negative = inhibition, most hits filed as inhibitors; hit rate 0.13% among 410,000;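 note: loss of luciferase light is scored as toxicity; potency is the fitted concentration of half-maximal effect; % is set by controls: 0 for no effect and ±100 for the full control effect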
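Luminescence readout: signal drop marks cytotoxicity. Plated cells grew 12 h at 37 °C, 5% CO2, received 23 nL compound for 24 h, then got luciferase reagent, read after 12 min at RT.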
PLK1 PBD inh: PLK1 (human) polo-box domain binding inhibition | P53350 | Plk1 PBD binding of FITC phosphopeptide, fluorescence polarization | Potency, µM, without a hit: max response, negative = inhibition, actives largely listed as inhibitors | hit rate 2.8% among 360,000; note: potency is the fitted concentration of half-maximal effect; series mostly up to about 57 µM; % is set by controls: 0 for no effect and ±100 for the full control effect; nearly all actives have a fitted effect of over 65% in size
Target sequence (P53350 whole entry, looked up, the tested form may be a part): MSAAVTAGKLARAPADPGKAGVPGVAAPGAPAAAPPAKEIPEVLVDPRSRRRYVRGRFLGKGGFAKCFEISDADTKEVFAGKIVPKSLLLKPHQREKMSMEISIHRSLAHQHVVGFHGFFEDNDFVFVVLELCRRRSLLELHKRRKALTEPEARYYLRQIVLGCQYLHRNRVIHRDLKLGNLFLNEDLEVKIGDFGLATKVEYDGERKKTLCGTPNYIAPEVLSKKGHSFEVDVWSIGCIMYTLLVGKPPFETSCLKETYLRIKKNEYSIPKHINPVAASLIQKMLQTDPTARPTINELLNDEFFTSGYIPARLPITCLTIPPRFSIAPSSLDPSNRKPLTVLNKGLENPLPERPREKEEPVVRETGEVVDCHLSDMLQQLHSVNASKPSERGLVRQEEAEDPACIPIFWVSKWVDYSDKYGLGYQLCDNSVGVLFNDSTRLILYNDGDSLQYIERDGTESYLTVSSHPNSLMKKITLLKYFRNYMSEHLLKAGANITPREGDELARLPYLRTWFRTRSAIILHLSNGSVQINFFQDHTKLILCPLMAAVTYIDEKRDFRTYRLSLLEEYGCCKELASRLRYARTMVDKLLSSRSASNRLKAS
DRD3 agonist: D3 dopamine receptor (human) agonism; D3R DiscoveRx beta-arrestin cells, luminescence, 90 min; hit rate 0.58% among 410,000; P35462; max activation, %; in the data active = max activation above about 30%; note: 0% is about no effect; mostly tested at two doses, the higher about 12 µM
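Cells at 1500/well, incubated overnight, then treated with pinned compounds (dopamine as control) for 90 min at 37 degrees C. DiscoveRx reagent added for 30 - 60 minutes at room temperature; luminescence read.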
The depositor's hits bear a star; ? = inconclusive; . = not tested or not shown; [ ] = remark or other dose. Unless noted, calls come from the whole dose curve; as a rule, active = well fitted curve in the direction sought with a large enough effect; inconclusive = small, poorly fitted or top-dose-only effect, or another doubt; inactive = no such curve, though single readings can be large; an effect the other way counts as inactive or inconclusive.

SMILES	IL-2 act	GLP-1R inv ag	PI5P4K alpha inh	GLP1R ag	DRD3 antagonist	WRN inhibitor	GLP1R cytotox	PLK1 PBD inh	DRD3 agonist
CCN(CC(=O)Nc1ccc2c(c1)OCCO2)Cc1cc(=O)n2ccsc2n1	-3.9	29%	0	20%	16	-4%	3%	-1%	4
Nc1ccc(Oc2cc(N)cc(Oc3ccccc3)c2)cc1	0.7	?	15	?	5	-1%	3%	-6%	0
Cc1cc(N2CCCC2=O)cc(C)c1S(=O)(=O)NCCOc1ccc(C(C)(C)C)cc1	-1.2	?	6	-1%	5	-10%	-21%	-3%	2
O=C(CN1CCCCC1)N1N=C(c2cccs2)CC1c1cccs1 (centres undefined)	-0.1	-2%	-1	-3%	?	5%	1%	-4%	-14
CCCN(CC(=O)Nc1ccc(Cl)cc1Cl)C(=O)CC(NC(C)=O)c1ccccc1 (centres undefined)	-2.2	-17%	0	4%	?	-25%	8%	-13%	-40
COCCSc1ccccc1C(=O)N1CCN(Cc2ccc3c(c2)OCO3)CC1	-1.9	1%	.	4%	-9	-1%[57.1 µM]	16%	-10%	-4
COc1ccc(-c2ccc3c(c2)c(C#Cc2ccsc2)c(-c2cc(OC)cc(OC)c2)n3C)cc1	1.4	3%	-2	-5%	0	5%	7%	-13%	-12
O=C1NC(Cc2c[nH]c3ccccc23)C(=O)N1CCOc1ccc(F)cc1 (centres undefined)	-0.5	?	4	3%	-7	-16%	2%	?	-7
CCOc1cc(CNc2ccc(O)cc2)cc(Br)c1OCc1ccccc1F	-0.8	?	4	1%	0	-36%	?	-2%	5
CC(C)(C)C(=O)CSc1nc2ncc(Br)cc2[nH]1	6.1	8%	-11	-3%	29	-26%[57.1 µM]	10%	-21%	-8
COc1ccccc1CCNC(=O)CC1C(=O)NCCN1CCCc1ccccc1 (centres undefined)	-2.1	?	7	0%	-5	0%	-18%	-15%	2
COc1ccc2oc(=O)c(-c3nnc(N)s3)cc2c1	1.4	45%[activator]	2	4%	2	-4%[57.1 µM]	166%[activator]	2%	-3
Cc1ccc(NS(=O)(=O)c2ccccc2)c(NS(=O)(=O)c2ccccc2)c1	-0.1	?	0	3%	-11	-3%	3%	-16%	-7
OCC1CCCCN1C(=S)NCc1ccco1 (centres undefined)	-2.3	8%	1	13%	8	10%	-6%	1%	1
Cc1ccc(NC(=O)CN(C)C(=O)CCCN2C(=O)c3ccccc3C2=O)cc1	-2.1	3%	-2	4%	3	-7%	-6%	3%	3
CCOC(=O)N1CCN(C(=O)CSc2nnc(COc3ccc(Cl)cc3)o2)CC1	-0.7	-9%	0	9%	11	0%	3%	-11%	2
COc1cccc(NC(=O)COC(=O)C2=NN(c3ccccc3)C(=O)CC2)c1	-0.7	3%	0	1%	-15	-10%	-5%	2%	1
O=C(Nc1ccc(F)cc1F)N1CCN(C(=O)c2ccco2)CC1	0.1	3%	-1	-13%	10	-3%	-1%	-2%	15
CC(C)(C)C(=O)Nc1ccccc1C(=O)Nc1cc(Cl)ccc1Cl	-3.5	?	1	11%	12	2%	1%	0%	6
CCOC(=O)C1=NNC2(c3ccc(C)cc3)C(=O)N(c3ccc(Cl)cc3)C(=O)C12 (centres undefined)	0.8	9%	-5	-8%	12	-8%[57.1 µM]	-11%	2%	3

Quoted at random: three records from the list, in no set order.
SMILES	IL-2 act	GLP-1R inv ag	PI5P4K alpha inh	GLP1R ag	DRD3 antagonist	WRN inhibitor	GLP1R cytotox	PLK1 PBD inh	DRD3 agonist
O=C1NC(Cc2c[nH]c3ccccc23)C(=O)N1CCOc1ccc(F)cc1 (centres undefined)	-0.5	?	4	3%	-7	-16%	2%	?	-7
CC(C)(C)C(=O)Nc1ccccc1C(=O)Nc1cc(Cl)ccc1Cl	-3.5	?	1	11%	12	2%	1%	0%	6
OCC1CCCCN1C(=S)NCc1ccco1 (centres undefined)	-2.3	8%	1	13%	8	10%	-6%	1%	1

(listing goes on)
SMILES	IL-2 act	GLP-1R inv ag	PI5P4K alpha inh	GLP1R ag	DRD3 antagonist	WRN inhibitor	GLP1R cytotox	PLK1 PBD inh	DRD3 agonist
COCC#Cc1ccc2c(c1)O[C@@H](CN(C)S(=O)(=O)c1cccc(F)c1)[C@@H](C)CN([C@H](C)CO)S2(=O)=O	-2.6	10%	0	9%	0	-4%	-9%	-9%	-10
CC(=O)c1cnc2ncnn2c1C	1.6	2%	2	5%	3	-7%	-3%	-2%	5
Cc1csc(NC(=O)CSc2ccc(-c3ccccn3)nn2)n1	0.5	?	-7	4%	-23	-5%	-25%	-3%	5
CC(C)CN(CC(C)C)S(=O)(=O)c1cc([N+](=O)[O-])ccc1N1CCCCCC1	-0.2	?	10	-3%	-29	12%	5%	-16%	-4
O=C(NCC(c1ccco1)N1CCN(c2ccccc2)CC1)c1cccs1 (centres undefined)	-4.1	?	-1	7%	-5	8%	11%	-9%	3
Cc1ccc(NS(=O)(=O)c2ccc3c(c2)c(=O)n(C)c(=O)n3C)cc1F	-2.3	-1%	-1	1%	-26	-12%	-7%	-9%	1
O=C(N/N=C/c1ccc(OCc2ccc(F)cc2)cc1)c1ccccc1	2.3	-8%	2	0%	-15	6%	0%	1%	2
CNC(=O)/C(=C\c1ccc2c(c1)OCO2)NC(=O)c1ccc(Br)cc1	0.7	15%	1	-13%	-6	?	1%	-11%	-1
Cc1oc(-c2cccc(Cl)c2)nc1CN(C)C1CCOC1 (centres undefined)	-1.5	-20%	-8	13%	-19	?	-7%	-13%	-20
Oc1ccc(C(c2nnnn2C2CCCC2)N2CCc3ccccc3C2)cc1 (centres undefined)	-0.4	?	-2	1%	?	-20%	1%	24µM*	-14
CCC(C(=O)NC1CCCC1)N(C(=O)Cn1nnc(-c2ccc(C)o2)n1)c1ccc(F)cc1 (centres undefined)	-1.5	-15%	-2	1%	-11	-2%	8%	-7%	6
OC(COc1cccc2ccccc12)CN1CCCC1 (centres undefined)	-1.2	2%	.	-14%	-2	10%	-3%	-1%	-1
O=C(NCCc1ccccc1F)C1CCCN1S(=O)(=O)c1ccc2ccccc2c1 (centres undefined)	-1.1	?	.	-7%	-10	-12%	-13%	-10%	13
Clc1cccc(-c2nc3c4ccccc4ccn3c2Cc2ccsc2)c1	0.8	?	8	8%	4	-3%	7%	-9%	5
Cc1cc(N)ncc1[N+](=O)[O-]	0.1	31%	2	9%	8	0%	-7%	-1%	6
CN(CCCC(=O)NCCc1ccccc1)S(=O)(=O)c1ccc([N+](=O)[O-])cc1	-4.9	17%	7	-2%	2	8%	0%	-8%	2
NC(=S)NCc1cccnc1	-0.2	3%	-2	-4%	-7	-3%	-15%	-13%	14
Cn1c(SCC(=O)NC2CCCc3ccccc32)nnc1C1CC1 (centres undefined)	3.6	10%	-6	-5%	-3	-7%	-3%	-3%	8
CC(C)OC(=O)c1cc(NC(=O)c2nn(C)cc2Br)cc(C(=O)OC(C)C)c1	-1.5	17%	2	17%	33	-17%[57.1 µM]	6%	-1%	9
CCn1cc(/C=C(\NC(=O)c2ccc(OC)c(OC)c2)C(=O)N2CCOCC2)c2ccccc21	-0.3	19%	-18	14%	2	-2%	?	27µM*	7
CCN(CC)CCN(Cc1cc2ccc(C)cc2[nH]c1=O)C(=O)Nc1ccc(Cl)cc1	-1.9	2%	2	-8%	?	-1%	-9%	1%	-23
O=c1c(O)c(-c2ccc(O)c(O)c2)oc2cc(O)ccc12	-0.7	38%[activator]	?	4%	26	2.4µM*	92%[activator]	-11%	18
Cc1nnc2c3ccccc3c(Cl)nn12	-0.1	57%[activator]	-3	19%	4	-9%	-11%	2%	0
CCOCCCNC(=O)C(NC(=O)CNC(=O)c1ccccc1)c1ccc(C)cc1 (centres undefined)	-0.4	4%	-1	-2%	-5	11%	3%	-9%	-1
Nc1cccc(/C=C/C(=O)O)c1	-0.2	3%	1	-2%	16	-5%	-1%	-1%	7
O=C1COc2ccc(S(=O)(=O)Nc3cccc(Cl)c3)cc2N1	-3.4	-16%	-1	-2%	0	1%	-6%	2%	1
FC(F)(F)c1ccccc1CN1CCC(Cc2ccccc2)CC1	-2.1	-36%	12	5%	4	-3%	-18%	-2%	-8
CN(c1ccccc1)S(=O)(=O)c1cccc(C(=O)NCC(c2cccs2)N2CCOCC2)c1 (centres undefined)	-2.1	-1%	4	15%	-7	5%	0%	-15%	0
CS(=O)(=O)c1ccccc1C(=O)N(CCC1=CCCCC1)c1c(N)n(Cc2ccccc2)c(=O)[nH]c1=O	-4.6	?	-5	-6%	-23	-8%	-7%	-7%	-11
Cc1ccc(C(=O)N2NC(c3ccc(F)cc3)C3C(=O)N(c4ccc(C)cc4)C(=O)C32)cc1 (centres undefined)	2.0	-1%	-4	-6%	-8	-4%	-6%	-9%	2
O=c1c(Cl)c(NCc2ccc(F)cc2)cnn1C12CC3CC(CC(C3)C1)C2	-5.9	0%	-9	3%	57	-11%	12%	-9%	1
CC(C)(C)S(=O)(=O)c1ccccc1-c1noc(-c2ccccc2)c1C(N)=O	2.1	6%	2	6%	2	3%	-5%	-7%	3
O=C(Nc1nncs1)c1ccccc1Br	-0.3	2%	3	6%	0	-32%[57.1 µM]	-12%	-10%	-9
COc1ccc2[nH]cc(C(=O)NCCc3ccccc3)c(=O)c2c1	-4.0	10%	-6	20%	34	1%	10%	-10%	-6
CCc1ccc(C(=O)C(C)OC(=O)Cn2[nH]c(=O)c3ccccc3c2=O)cc1 (centres undefined)	0.1	-11%	7	2%	6	-1%	3%	-7%	0
C=CCc1cc(/C=C2/NC(=S)NC2=O)cc(OC)c1O	3.9	-17%	?	20%	-2	-30%	-16%	30%[activator]	-9
OCc1ccc(-c2cncc3nccn23)cc1	0.0	23%	2	5%	-2	2%	-5%	0%	5
Cc1cccc(NS(=O)(=O)c2ccc(C(=O)N3CC(C)OC(C)C3)cc2)c1C (centres undefined)	0.8	-9%	1	-5%	-1	-30%	-4%	-15%	-2
COC(=O)c1ccc2c(=O)n(-c3ccc(OC)cc3)c(=S)[nH]c2c1	1.0	11%[7.66 µM]	-13	-4%	1	-1%	13%[7.66 µM]	6%	3
